Compound activity: PubChem BioAssay, National Center for Advancing Translational Sciences (NCATS)
Mm-Cpn inhibitor: M. maripaludis TRiC chaperonin inhibition. purified Mm-Cpn ATPase, ADP Transcreener TR-FRET. Potency, µM (highest dose often 76.9 µM), inactives show at the top dose activity, negative = inhibition, usual class: inhibitors. actives 0.031% (n = 330,000). AID 504842; note: potency is the fitted concentration of half-maximal effect; % is set by controls: 0 for no effect and ±100 for the full control effect; nearly all actives have a fitted effect of over 80% in size
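Measured: ADP formation by purified Mm-CPN. Conditions: 25 nM protein, 10 uM ATP, Tris pH 7.4 with Mg2+, K+ and DTT, 37°C for 30 min. Detection: Transcreener HTRF after 30 min at room temperature.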
HepG2 tox: counter-screen for TGF-b inhibitors: cytotoxicity in HepG2 cells; HepG2 CAGA-GFP viability, ATP luminescence, 18 h; Potency, µM (series often up to 46.1 µM), without a hit: at the top dose activity change, negative = cytotoxicity, hits mostly cytotoxic; actives 0.76% (n = 410,000); AID 588856; note: potency is the fitted concentration of half-maximal effect; some results filed as inactive show a strong effect at the top dose
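CellTiter-Glo luminescence gave cytotoxicity after 18 hours at 37 degrees C. The cells were HepG2 CAGA-GFP in 1% FBS DMEM, stimulated with 500 pg/mL TGF-beta after compound addition. %Activity was normalised to no-cell wells (complete cell-killing) and DMSO (no toxicity), and curves were fitted and classified.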
CCT modulator: cytosolic chaperonin activity modulation; activity change, % (concentration not given with the values), hits read low; purified chaperonin ATPase assay, HTRF ADP detection, 30 min; actives 0.3% (n = 360,000); AID 651819; in the data active = activity change below about -30%; note: % is set by controls: 0 for no effect and ±100 for the full control effect
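Enzyme 40 or 20 nM (batch-dependent) in Tris pH 7.4/KCl/MgCl2/DTT; cpd 76 uM single point; ATP 10 uM; 30 min 37 °C; Transcreener ADP HTRF detection, 30 min RT; ratio 665/615.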
Nrf2 inh: Nrf2 pathway inhibition. A549 ARE-Fluc reporter, luciferase luminescence, 18-24 h. Potency, µM (highest dose often 46 µM), for inactives: at the top dose activity change, negative = inhibition, actives largely listed as inhibitors. actives 2.1% (n = 360,000); note: potency is the fitted concentration of half-maximal effect; % is set by controls: 0 for no effect and ±100 for the full control effect; nearly all actives have a fitted effect of over 60% in size
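Nrf2 function is reported as luminescence of an ARE-controlled luciferase in A549 cells. Compounds were tested at several concentrations, and a CellTiter-Fluor read on the same wells flagged cytotoxicity.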
TGFb SMAD3 inh: TGF-b pathway inhibition | HepG2 CAGA-GFP TGF-b/SMAD3 reporter, GFP fluorescence, 18 h; TGF-beta stimulated, 500 pg/mL final | Potency, µM (top dose mostly 46.1 µM), without a hit: at the top dose activity, negative = inhibition, most hits filed as inhibitors | actives 1.2% (n = 410,000); note: potency is the fitted concentration of half-maximal effect; % is set by controls: 0 for no effect and ±100 for the full control effect; nearly all actives have a fitted effect of over 65% in size
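TGF-beta reporter screen: HEPG2 CAGA-GFP, 1% FBS, 500 pg/mL TGF-beta final, 18 h; per-cell GFP summed per well; curves fitted and categorized by class.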
ATXN viability: cell viability loss in ATXN counter-screen. Potency, µM (series often up to 56.7 µM), most hits filed as cytotoxic. actives 0.49% (n = 400,000). AID 651635. S2 cells (HEK-293 line with an ATXN2-luciferase reporter) viability, CellTiter-Fluor protease fluorescence, 24 h; note: potency is the fitted concentration of half-maximal effect; nearly all actives have a fitted effect of over 40% in size
Nrf2 ARE act: activates Nrf2 signaling. Potency, µM (titrated, usually from 46.1 µM), inactives show top-dose activation, usual class: activators. AREc32 ARE-luciferase reporter (MCF7-derived line), luminescence, 24 h. actives 0.31% (n = 410,000); note: potency is the fitted concentration of half-maximal effect; % of control where 0% means no effect; nearly all actives have a fitted effect of over 65% in size
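Steps: seed AREc32_Fluc cells (1000/well, 5% FBS OPTI-MEM); incubate overnight at 37 deg C; add 23 nL compound; incubate 24 hr; add Steady-Glo; hold 30 min RT; read luminescence.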
Akt phos inh: inhibitors of Akt phosphorylation; Neuro2A IGF-stimulated pAkt S473 HTRF, 20 min; active compounds read low; activity change, % for hits at 50 µM; actives 0.32% (n = 360,000); AID 651550; in the data active = activity change below about -80%; inconclusive = mostly about -51% to -80%; note: % is set by controls: 0 for no effect and ±100 for the full control effect
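Neuro2A cells in DMEM with 0.5% FBS, overnight at 37 deg C, given compound at single 50 µM final, then IGF (6 nM final) for 20 min at 37 deg C. Lysed; phospho-Akt Ser473 by HTRF after 24 h, 665/615 ratio.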
A549 viability: A549 cytotoxicity, counter-screen for Nrf2 inhibitors; A549 ARE-Fluc cells, CellTiter-Fluor viability, 18-24 h; actives 0.16% (n = 390,000); Potency, µM (highest dose often 46 µM), inactives show at the highest dose activity change, negative = cytotoxicity, most hits filed as inhibitors; AID 504648; note: potency is the fitted concentration of half-maximal effect; % is set by controls: 0 for no effect and ±100 for the full control effect
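Cytotoxicity counterscreen: CellTiter-Fluor fluorescence was measured in A549 ARE_Fluc cells after 18-24 h of compound exposure in a concentration series. The subsequent BugLite luminescent read reports ARE-luciferase activity.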
* marks the source's active call; other numbers are inactive results; i = inactive; ? = inconclusive; nt = not tested or not shown; & = joins results of further samples; [ ] = remark or other dose. Unless noted, calls come from the whole dose curve; as a rule, active = well fitted curve in the direction sought with a large enough effect; inconclusive = small, poorly fitted or top-dose-only effect, or another doubt; inactive = no such curve, though single readings can be large; an effect the other way counts as inactive or inconclusive.

SMILES | Mm-Cpn inhibitor | HepG2 tox | CCT modulator | Nrf2 inh | TGFb SMAD3 inh | ATXN viability | Nrf2 ARE act | Akt phos inh | A549 viability
CC(C)CC(NC(=O)OC(C)(C)C)c1cn([C@@H](Cc2ccc(O)cc2)C(=O)N2CCN(C(=O)OC(C)(C)C)CC2)nn1 (some centres undefined) | nt | -15% | 0.9 | 3% | -1% | ? | 3.2% | i | -6%
O=C(CNC(=O)c1ccccc1)OCC(=O)c1ccccc1 | nt | 24% | nt | -5% | 5% | nt | nt | nt | 13%
COc1ccc(-c2cn(Cc3ccc(C(=O)NCc4ccc(C)cc4)cc3)c(C(C)N)n2)cc1 (centres undefined) | -2% | -32% | -4.1 | 5% | ? | ? | 13% | i | 9%
COc1ccc(-c2cc(C(F)(F)F)n3nc(C(=O)Nc4c(C)n(C)n(-c5ccccc5)c4=O)cc3n2)cc1 | -6% | 1% | -1.3 | -7% | -3% | ? | -0.6% | i | 12%
CN1N=C(c2ccc(F)c(F)c2)CSC1=NCc1ccccc1 | 2% | 6% | 1.9 | -1% | 12% | i | -0.1% | i | ?
Cc1cc(=O)oc2cc(OCC(=O)N3CCC(O)CC3)c(Cl)cc12 | -2% | 8% | 1.2 | 1% | 11% | i | 2.4% | i | 1%
NC[C@@H]1O[C@H](C23CC4CC(CC(C4)C2)C3)Cc2c1ccc(O)c2O | 0% | -56% | 0.4 | 4% | -21% | nt | 5.7% | i | 4%
Fc1ccc(C(c2nnnn2C2CCCCC2)N2CCCC2)cc1 (centres undefined) | 0% | 1% | -0.1 | 3% | 8% | i | 0.3% | i | -16%
CN(C)Cc1c(O)ccc2c(=O)c(-c3ccccc3Cl)c(C(F)(F)F)oc12 | -1% | -6% | 1.8 | 4% | 0% | i | -0.6%[9.22 µM] | i | 2%
CCOc1ccccc1NC(=S)N1CCN(c2cccc(C)c2C)CC1 | 1% | -37% | 0.5 | -19% | ? | i | -0.2% | i | 12%
COc1ccc(S(=O)(=O)NNC(=O)Cc2csc(C)n2)cc1[N+](=O)[O-] | 0% | -14% | -0.9 | 4% | -8% | i | 0.3% | i | 10%
COC(=O)c1cc(NS(=O)(=O)c2ccc(N3CCCCCC3)c([N+](=O)[O-])c2)cc(C(=O)OC)c1 | 0% | 0% | -1.1 | -16% | ? | i | -0.6% | nt | -11%
COc1cccc(S(=O)(=O)NC2CCN(C#N)C2)c1 (centres undefined) | -2% | -30% | nt | 0%&8% | -5% | i | -0.5% | nt | -5%&0%
Cc1ccccc1-c1nnn(CC(=O)N(C)CC(=O)Nc2ccccc2C(F)(F)F)n1 | -1% | -1% | -1.3 | 10% | ? | i | -0.2% | i | 0%
COc1cc(OC)cc(C(=O)Nc2ccccc2-c2nnn(CC(=O)Nc3cc(C)on3)n2)c1 | 2% | 6% | 0.9 | ? | 12% | i | -0.3% | i | -19%
COc1cc(OC)cc(C(=O)NCC(=O)NC(C)CCc2ccccc2)c1 (centres undefined) | 0% | -87% | -0.4 | 1% | 0% | i | -0.5% | i | 3%
CCC[C@H]1CN(c2ccccc2)C(=O)[C@@H]1CC(=O)Nc1ccc(Br)cc1 | nt | -26% | -1.6 | nt | 17% | i | -1.1% | i | nt
CCCc1nc(NC2CCCCC2)c(C#N)c2c1COC(C)(C)C2 | -4% | 6% | 1.3 | -8% | -5% | i | -1.1% | i | 10%
COc1ccc2cc3cc(C(=O)Nc4ccccc4C)oc3nc2c1 | nt | -10% | nt | -13% | 1% | i | 0.1% | nt | 22%
O=C(Nc1cc(-c2nc3ncccc3o2)ccc1Cl)c1ccco1 | 2% | -12% | -2.4 | -6% | -17% | i | 6.3µM* | i | 1%
COc1ccccc1CCC(=O)Nc1ccc2c(c1)c(=O)n(C)n2-c1cccs1 | nt | -23% | 0.9 | nt | -17% | ? | 0.0% | i | nt
COc1ccc(/C=N/NC(=O)c2nc(Cl)c(Cl)c(N)c2Cl)cc1COc1ccc(F)cc1F | -13% | -41% | -1.2 | nt | -28% | ? | 6.3% | i | -2%
CSc1ccc(/C=N/n2c(C)nnc2C)cc1 | -2% | -8% | -0.7 | -7% | -4% | i | -0.4% | i | 8%
O=S(=O)(O)c1cccc(N=Nc2c(O)ccc3ccccc23)c1 | -6% | -21% | -18 | 1% | -28% | nt | 0.3% | i | ?
O=C(CNc1ccccc1Cl)N/N=C1\CCCc2ccccc21 | -2% | 2% | 2.6 | 5% | -5% | i | -0.4% | i | 7%
CCN(CC)CCNC(=O)C1c2ccccc2C(=O)N(CCOC)C1c1ccc(F)cc1 (centres undefined) | 1% | -17% | -1.5 | 3% | 14% | i | 0.2% | i | 14%
CC(=NC1CC1)C1=C(O)c2ccccc2C1=O | -1% | -21% | 1.0 | 29% | ? | i | 3.7% | i | -2%
CCCOc1ccc(-c2cn3ccccc3n2)cc1[N+](=O)[O-] | -3% | -38% | -1.4 | ? | -11% | i | 7.2% | i | ?
Cc1ccccc1Nc1nc(N)nc(CSc2nnc3sc4ccccc4n23)n1 | 0% | -1% | -0.7 | ? | -2% | nt | 18% | nt | -7%
COc1ccc2oc(C(=O)OCC(=O)N3CC(C)OC(C)C3)c(C)c2c1 (centres undefined) | -2% | 0% | -3.7 | -5% | 2% | i | -0.3% | i | 3%
O=C(Nc1nnc(-c2ccccc2)s1)c1ccc(F)cc1 | 0% | -11% | -2.7 | 24% | -7% | i | 2.2% | i | 4%
O=S(=O)(c1ccc(Cl)cc1Cl)n1ccc2cccnc21 | 5% | 2% | -1.5 | -24% | 11% | i | 0.3% | i | 4%
Nc1nc2ccc(Cl)cc2cc1C(=O)NCc1ccc(Oc2ccccc2)cc1 | nt | nt | 0.6 | nt | nt | i | 4.0% | i | nt
COc1ccc(NC(=O)c2cc(F)cc(F)c2)cc1S(=O)(=O)N1CCCCC1 | -1% | 3% | 0.7 | ? | -10% | i | 3.4% | i | -8%
COc1ccc(-c2cc(-c3cc(F)ccc3O)[nH]n2)cc1OC | -2% | -52% | 1.4 | 2% | -27% | i | 8.5% | i | -21%
Cc1cc(F)ccc1S(=O)(=O)NCC(c1cccnc1)N1CCc2ccccc21 (centres undefined) | -3% | -35% | -1.6 | -13% | ? | i | -0.4% | nt | -5%
CCCCN(C)CCNC(=S)Nc1ccc2nc(N3CCN(CC)CC3)cc(C)c2c1 | 1% | -35% | -2.1 | 13% | -26% | ? | 6.7% | i | ?
CCOC(=O)c1c(-c2ccc(C)o2)csc1N | -9% | 5% | -1.9 | 13% | 6% | i | 0.7% | i | 2%
Cc1ccc(CSc2nnc3ccc(-c4ccncc4)nn23)cc1 | 1% | -7% | -3.1 | -19% | -6% | i | -0.6% | i | -1%
Cc1nnc(SCc2ccon2)n1-c1ccccc1 | 3% | -1% | -0.8 | 0% | 1% | i | 0.1% | i | 5%

Random excerpt: 3 entries already listed, in no set order.
SMILES | Mm-Cpn inhibitor | HepG2 tox | CCT modulator | Nrf2 inh | TGFb SMAD3 inh | ATXN viability | Nrf2 ARE act | Akt phos inh | A549 viability
CCOC(=O)c1c(-c2ccc(C)o2)csc1N | -9% | 5% | -1.9 | 13% | 6% | i | 0.7% | i | 2%
CCCc1nc(NC2CCCCC2)c(C#N)c2c1COC(C)(C)C2 | -4% | 6% | 1.3 | -8% | -5% | i | -1.1% | i | 10%
CCCCN(C)CCNC(=S)Nc1ccc2nc(N3CCN(CC)CC3)cc(C)c2c1 | 1% | -35% | -2.1 | 13% | -26% | ? | 6.7% | i | ?

The list goes on:
SMILES | Mm-Cpn inhibitor | HepG2 tox | CCT modulator | Nrf2 inh | TGFb SMAD3 inh | ATXN viability | Nrf2 ARE act | Akt phos inh | A549 viability
CC(=O)OC(Cn1nc(C)cc1C)c1ccccc1 (centres undefined) | 0% | 3% | -1.1 | -12% | 3% | ? | -0.8% | i | -15%
CCOC(=O)C1=CCC(c2ccccc2Cl)N(S(=O)(=O)c2ccc(C)cc2)C1 (centres undefined) | nt | -11% | -1.6 | nt | -19% | i | 0.7% | i | nt
COc1ccccc1C(=O)Nc1c(C(=O)N(C)c2ccccc2)sc2nc(C)cc(C)c12 | nt | -35% | nt | 17% | -1% | i | 0.1% | nt | -4%
CNc1oc(-c2ccc(OCc3ccccc3)cc2)nc1C#N | 4% | -26% | 0.4 | 9% | -1% | i | 3.6% | i | 0%
O=c1[nH]c(CSc2ncc(C(F)(F)F)cc2Cl)nc2ccccc12 | 0% | -8% | -5.9 | 4% | 5% | i | 4.8% | i | 6%
COC(=O)c1nccnc1N | nt | 1% | -1.7 | 3% | -9% | i | -0.6% | i | -2%
COc1ccccc1NC(=O)CC(c1ccc(F)cc1)c1ccco1 (centres undefined) | -2% | 12% | 0.8 | -8% | 10% | i | -0.3% | i | 0%
Cc1cc(CN(C)C(=O)c2ccc3nc(Cc4ccccc4F)oc3c2)on1 | 1% | -26% | -3.5 | ? | -15% | i | 3.2% | i | 8%
CCC(=O)N1CCc2cc(OC)c(OC)cc2C1COc1ccc2c(C)cc(=O)oc2c1 (centres undefined) | nt | 2% | nt | 2%[9.27 µM] | 3% | i | -0.6% | nt | -7%
O=C(c1ccco1)N1CCN(C2CN(Cc3ccccc3)S(=O)(=O)C2)CC1 (centres undefined) | nt | -2% | -0.7 | nt | ? | i | 0.2% | i | nt
COc1ccc(-n2nnnc2SC(C)C(N)=O)cc1 (centres undefined) | 1% | -36% | 2.2 | 4% | -5% | i | 0.2% | i | -1%
CC1CCCCC1NC(=O)Cn1cnc2c1c(=O)n(C)c(=O)n2C (centres undefined) | -2% | 1% | 2.1 | 0% | -2% | i | 0.0% | i | -2%
